SW480 rerep – DNA re-replication induction in SW480 cells; SW480 DNA re-replication, Hoechst DNA content imaging, 48 h; 1.8% of 340,000 active; AID 624297; Potency, µM (titrated, usually from 46.1 µM), for inactives: at the highest dose re-replication activation, actives largely listed as activators; note: potency is the fitted concentration of half-maximal effect; % of control where 0% means no effect; nearly all actives have a fitted effect of over 55% in size
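Image-based DNA-content assay: after two days of treatment, nuclei were labelled with the DNA dye Hoechst and imaged, and hits were compounds raising the count of nuclei showing high fluorescence intensity.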
MCF10A rereplic – DNA re-replication induction in MCF 10a cells; MCF 10A DNA re-replication, Hoechst nuclear intensity, 48 h; Potency, µM (doses to about 46.1 µM), for inactives: at the top dose activity, positive = re-replication, most hits filed as activators; 2.9% of 350,000 active; note: potency is the fitted concentration of half-maximal effect; % of control where 0% means no effect; nearly all actives have a fitted effect of over 50% in size
ATXN2 expr inh – ATXN2 expression inhibition | Potency, µM (doses to about 57 µM), for inactives: at the top dose activity change, negative = inhibition, hits mostly inhibitors | 0.72% of 360,000 active | HEK-293 ATXN2-luciferase reporter, luminescence, 24 h; note: potency is the fitted concentration of half-maximal effect; % is set by controls: 0 for no effect and ±100 for the full control effect; nearly all actives have a fitted effect of over 55% in size
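qHTS (up to 57 uM final) was run with 24 h compound exposure of reporter cells at 37 °C. Each well was multiplexed: SteadyGlo luminescence measured ATXN2-luciferase expression after a fluorogenic Gly-Phe-AFC viability readout (25 uM final).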
IL1B secr inh – blocks inflammasome-driven IL-1 beta release. activity change, % at 57.5 µM. THP-1 LPS/ATP IL-1B secretion, AlphaLISA, 16 h; hits give low values. 4.7% of 360,000 active; in the data active = activity change below about -50%; inconclusive = mostly about -30% to -49%; note: % is set by controls: 0 for no effect and ±100 for the full control effect
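THP-1 cells pretreated 1 hr with compounds (up to 57.5 uM final), then stimulated with LPS (250 ng/mL final) plus ATP (1.25 mM final); secreted IL-1B measured by AlphaLISA after 16 hr, decreased signal indicating inhibition.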
HT1080 IDH1KD tx – HT-1080 IDH1 knockdown cell toxicity (counter line); HT-1080 IDH1 knockdown viability, ATP luminescence, 48 h; Potency, µM (titrated, usually from 46.1 µM), for inactives: at the top dose activity, negative = toxicity, actives largely listed as cytotoxic; 2% of 360,000 active; AID 686971;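 note: potency is the fitted concentration of half-maximal effect; 0% = DMSO wells and -100% = cell-free medium wells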
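Knockdown cells (IDH1KD HT-1080) received compounds 2 h after plating at 750 cells/well and were kept 48 h at 37 °C in 5% FBS RPMI. A CellTiter-Glo luminescence read gave % activity for curve fitting.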
HT1080NT lethal – kills 2HG-producing HT-1080-NT fibrosarcoma cells; HT-1080-NT fibrosarcoma viability, CellTiter-Glo ATP luminescence, 48 h; AID 686970; Potency, µM (highest dose often 46.1 µM), for inactives: at the highest dose activity, negative = less viability, most hits filed as cytotoxic; 1.6% of 360,000 active;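 note: NT is the 2HG producing partner of a matched IDH1 knockdown line; potency is the fitted concentration of half-maximal effect; 0% = DMSO-treated cells and -100% = media-only wells without cells; nearly all actives have a fitted effect of over 55% in size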
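750 cells/well, RPMI + 5% FBS; 2 h settle, compound pin-transfer, 48 h at 37 degrees C. CellTiter-Glo 10 min RT, luminescence. Normalized to DMSO and media-only wells.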
WRN inhibitor – WRN helicase (human) inhibition | Potency, µM (doses to about 114 µM), for the others: at the top dose activity change, negative = inhibition, hits mostly inhibitors | 0.46% of 360,000 active | WRN helicase unwinding, fluorescent forked duplex, kinetic; note: potency is the fitted concentration of half-maximal effect; % is set by controls: 0 for no effect and ±100 for the full control effect; nearly all actives have a fitted effect of over 55% in size
Target sequence (Q14191 whole entry, looked up): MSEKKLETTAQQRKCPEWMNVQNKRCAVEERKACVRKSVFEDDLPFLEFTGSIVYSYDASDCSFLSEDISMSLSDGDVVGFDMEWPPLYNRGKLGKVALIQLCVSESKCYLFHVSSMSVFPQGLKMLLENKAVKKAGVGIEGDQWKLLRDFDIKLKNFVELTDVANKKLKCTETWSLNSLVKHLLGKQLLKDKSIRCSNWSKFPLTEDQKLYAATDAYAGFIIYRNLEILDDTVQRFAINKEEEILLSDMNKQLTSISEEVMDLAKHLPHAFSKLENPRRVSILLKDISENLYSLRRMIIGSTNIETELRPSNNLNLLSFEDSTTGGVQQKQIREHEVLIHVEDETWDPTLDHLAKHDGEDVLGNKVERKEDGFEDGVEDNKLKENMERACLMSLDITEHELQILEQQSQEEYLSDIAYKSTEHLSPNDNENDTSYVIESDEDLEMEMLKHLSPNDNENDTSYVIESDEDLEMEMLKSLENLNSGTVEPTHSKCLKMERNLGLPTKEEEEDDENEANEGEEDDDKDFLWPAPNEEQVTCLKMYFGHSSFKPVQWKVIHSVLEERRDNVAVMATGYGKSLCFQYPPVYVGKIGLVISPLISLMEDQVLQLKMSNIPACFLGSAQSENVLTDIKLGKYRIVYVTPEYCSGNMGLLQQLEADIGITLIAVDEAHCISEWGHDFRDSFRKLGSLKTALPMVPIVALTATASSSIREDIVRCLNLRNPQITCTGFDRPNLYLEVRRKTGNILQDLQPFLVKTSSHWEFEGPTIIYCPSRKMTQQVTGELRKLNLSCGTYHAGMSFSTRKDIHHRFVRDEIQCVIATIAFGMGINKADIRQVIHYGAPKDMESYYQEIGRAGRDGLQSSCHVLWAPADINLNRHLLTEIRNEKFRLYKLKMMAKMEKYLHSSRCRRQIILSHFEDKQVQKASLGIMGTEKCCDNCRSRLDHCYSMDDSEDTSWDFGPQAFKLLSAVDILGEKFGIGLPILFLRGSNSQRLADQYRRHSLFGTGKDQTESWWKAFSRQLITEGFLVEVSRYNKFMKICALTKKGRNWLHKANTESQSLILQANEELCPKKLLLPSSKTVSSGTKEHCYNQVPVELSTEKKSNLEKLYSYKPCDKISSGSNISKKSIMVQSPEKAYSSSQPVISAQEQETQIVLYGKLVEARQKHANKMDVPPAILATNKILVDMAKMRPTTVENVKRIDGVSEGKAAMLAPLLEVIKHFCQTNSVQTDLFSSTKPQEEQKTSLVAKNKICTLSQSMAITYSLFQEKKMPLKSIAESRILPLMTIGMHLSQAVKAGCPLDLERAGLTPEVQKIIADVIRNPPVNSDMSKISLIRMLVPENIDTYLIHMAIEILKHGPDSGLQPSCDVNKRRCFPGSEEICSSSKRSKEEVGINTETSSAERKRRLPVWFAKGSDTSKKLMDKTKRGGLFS
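Kinetic red-fluorescence monitoring (525/598 nm) tracks WRN helicase activity after 100 nM fluorophore-quencher forked duplex and 2 mM ATP are added to 20 nM enzyme pretreated 15 min at room temperature with compound.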
KB-3-1 cytotox – KB-3-1 parental cell cytotoxicity. KB-3-1 viability, CellTiter-Glo ATP luminescence, 72 h. Potency, µM (titrated, usually from 46.1 µM), without a hit: top-dose activity change, negative = cytotoxic, usual class: cytotoxic. 1.4% of 400,000 active. AID 1347075; note: potency is the fitted concentration of half-maximal effect; % is set by controls: 0 for no effect and ±100 for the full control effect; nearly all actives have a fitted effect of over 60% in size
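Screening of KB-3-1 cells (DMEM, 10% FBS, phenol-red free) ran from lowest to highest compound concentration; after 72 h at 37 °C viability was read luminescently and curves fitted.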
KB-V1 MDR tox – KB-V1 MDR subline cytotoxicity; KB-V1 MDR cells viability, CellTiter-Glo, 72 h; Potency, µM (doses to about 46.1 µM), without a hit: top-dose activity change, negative = cytotoxicity, usual class: cytotoxic; 3.4% of 400,000 active; note: potency is the fitted concentration of half-maximal effect; % is set by controls: 0 for no effect and ±100 for the full control effect; nearly all actives have a fitted effect of over 60% in size
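Compound-treated KB-V1 multidrug-resistant cells, 72 h, 37 degrees C; viability by CellTiter-Glo. Fitted qHTS curves give the values.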
Starred values were filed as active, the others as inactive; i = inactive; ? = inconclusive; nt = no result given; [ ] = remark or other dose. Unless noted, calls come from the whole dose curve; as a rule, active = well fitted curve in the direction sought with a large enough effect; inconclusive = small, poorly fitted or top-dose-only effect, or another doubt; inactive = no such curve, though single readings can be large; an effect the other way counts as inactive or inconclusive. Hits appear at their usual frequency; 12% or so of the library scored in one or more.

SMILES | SW480 rerep | MCF10A rereplic | ATXN2 expr inh | IL1B secr inh | HT1080 IDH1KD tx | HT1080NT lethal | WRN inhibitor | KB-3-1 cytotox | KB-V1 MDR tox
COc1ccccc1N/C(N)=N/c1nc(C(F)(F)F)cc(=O)[nH]1 | 14% | ? | -15% | 28 | -16% | -14% | -5% | -24% | ?
Cc1nc2ncnn2c(N2CCC(C(=O)NC3CCCC3)CC2)c1Cc1ccccc1 | 5% | -4% | -9% | -18 | -26% | -13% | -8% | -3% | -16%
OCCN1CCN(c2ncnc3ccc(Br)cc23)CC1 | -4% | ? | 42%[activator] | -24 | -13% | 0% | 2% | -26% | ?
CC(C)=CC(=O)Nc1nnc(C(C)C)s1 | -42%[inhibitor] | 1% | 0% | 5 | 18% | 26% | -9% | 1% | -14%
Cc1ccccc1-c1cc2nc(NCc3ccc(N(C)C)cc3)n(C)c(=O)c2s1 | nt | nt | 14% | -9 | ? | ? | -4% | 0% | ?
CCOc1ccc(N(C(C)C(=O)Nc2cccnc2)S(C)(=O)=O)cc1 (stereo unspecified) | -18% | -4% | 1% | 46 | 4% | 6% | 7% | -4% | -18%
Cc1ccc(CC2C(=O)N(c3ncccn3)C(=O)C2C)cc1 (stereo unspecified) | -1% | -1% | 5% | 3 | 15% | 2% | -5% | 16% | 25%
O=c1oc2c(CN3CCCCC3)c(O)ccc2c2c1CCCC2 | -16% | ? | -16% | -30 | 0%[9.24 µM] | -29% | -12%[57.1 µM] | 6% | -20%
CCOc1ccc(OC(=O)NC(c2ccccc2)C(Cl)(Cl)Cl)cc1 (stereo unspecified) | 17% | 19% | -7% | 28 | -3% | -1% | -6% | 6% | 18%
CC1CCc2c(nc3ncnn3c2N2CC(C)OC(C)C2)C1 (stereo unspecified) | -2%[9.22 µM] | 0% | 5% | -2 | 10% | 3% | 8% | -23% | -5%

Profiles, quoted from the list.
Record of `Cc1ccccc1-c1cc2nc(NCc3ccc(N(C)C)cc3)n(C)c(=O)c2s1` : SW480 rerep: nt; MCF10A rereplic: nt; ATXN2 expr inh: 14%; IL1B secr inh: -9; HT1080 IDH1KD tx: ?; HT1080NT lethal: ?; WRN inhibitor: -4%; KB-3-1 cytotox: 0%; KB-V1 MDR tox: ?
Record of `O=c1oc2c(CN3CCCCC3)c(O)ccc2c2c1CCCC2` : SW480 rerep: -16%; MCF10A rereplic: ?; ATXN2 expr inh: -16%; IL1B secr inh: -30; HT1080 IDH1KD tx: 0%[9.24 µM]; HT1080NT lethal: -29%; WRN inhibitor: -12%[57.1 µM]; KB-3-1 cytotox: 6%; KB-V1 MDR tox: -20%

Next part.
SMILES | SW480 rerep | MCF10A rereplic | ATXN2 expr inh | IL1B secr inh | HT1080 IDH1KD tx | HT1080NT lethal | WRN inhibitor | KB-3-1 cytotox | KB-V1 MDR tox
COc1ccccc1/C=N/NC(=O)C(=O)N1CCN(c2ccccc2OC)CC1 | 3% | 2% | 8% | 15 | 10% | 13% | 7% | 19% | 1%
O=C(COC(=O)c1cc([N+](=O)[O-])ccc1N1CCOCC1)Nc1ccc(Cl)cc1 | 1% | 13% | -22% | -1 | -2% | -18% | -6% | -4% | ?
O=C(CCC1CCCC1)Nc1ccccc1-c1ccccc1 | -63%[inhibitor] | -33%[inhibitor] | 10% | 0 | -5% | -1% | 19% | -19% | 18µM*
Cc1cccnc1NC(=O)CNC(=O)c1ccccc1 | 5% | 7% | 3% | 12 | 7% | 8% | -1% | -3% | 30%
COCCCN(CC(=O)Nc1ccc(F)cc1)S(=O)(=O)c1cccs1 | -5% | 17% | nt | -6 | -2% | -1% | 5% | -12% | -4%
CCOC(=O)c1nnn(CC(=O)Nc2cccc(F)c2)c1C(=O)OCC | -5% | -7% | 1% | -64* | 6% | 9% | 14%[57.1 µM] | -5% | 13%
c1ccc(CC2CCN(c3nc4ccccc4n4cnnc34)CC2)cc1 | ? | ? | -23% | 23 | -4% | 9% | -12% | 5% | -1%
CC(C)CNC(=O)C1CCCN(C(=O)NCc2ccccc2)C1 (stereo unspecified) | -27% | -3% | nt | 8 | -1% | 6% | -7% | 5% | -9%
COc1ccc(NC(=O)c2ccccc2Oc2ccccc2)c(OC)c1 | 3% | 26µM* | -35% | 0 | -10% | -8% | -4% | -1% | 8%
C=CCC[C@H](Cc1ccc(F)cc1)C(=O)O[C@H](CNC(=O)[C@@H](CC=C)CC(=O)N(CCO)Cc1ccccc1)c1ccccc1 | ? | 21µM* | ? | -58* | ? | ? | -4% | -7% | -10%
C/C(=N\Nc1ccc(C#N)cc1[N+](=O)[O-])c1ccc(C)o1 | -28% | -4% | 2% | -13 | 20% | 21% | 17% | -1% | -5%
COc1ccc(-c2nn(-c3ccccc3)cc2C(=O)NC2CCCCC2C)cc1 (stereo unspecified) | ? | ? | 10% | 30 | 0% | 5% | -1% | 10% | -2%
N#CC1(NC(=O)COC(=O)CN2C(=O)c3ccccc3C2=O)CCCCC1 | -219%[inhibitor] | ? | -9% | 29 | 4% | 8% | 2% | 2% | 19%
O=C(COc1ccc2ccccc2c1Br)Nn1cnnc1 | -2% | -2% | -4% | -1 | -18% | -9%[9.24 µM] | -5% | -10% | 19%
COc1ccc(C2=Nn3c(nnc3-c3ccccc3Cl)SC2)cc1OC1CCOC1 (stereo unspecified) | ? | ? | 34%[activator] | nt | nt | nt | nt | 13µM* | ?
Cc1ccc(NC(=O)C2(C)CCN2C(=O)c2ccccc2CCc2ccccc2)cc1C (stereo unspecified) | nt | nt | -33% | -16 | -25% | -27% | -1% | ? | ?
CCC(=O)N1CCc2cc(S(=O)(=O)NC(Cc3ccccc3)C(=O)NC3CCCCC3C)ccc21 (stereo unspecified) | -3% | 4% | 1% | -14 | 27% | 9% | 0% | 4% | ?
O=S(=O)(Nc1ccccc1N1CCCCC1)c1ccc(Cl)s1 | -1% | 3% | -14% | 35 | -1% | -11% | ? | 13µM* | -26%
O=C(CCNC(=O)c1ccccc1Cl)NCCCSc1ccccc1 | -5% | -4% | nt | 0 | 5% | 10% | 9% | -2% | 18%
COCCn1c(SCC(=O)Nc2cccc(NC(C)=O)c2)nc2c([nH]c3ccccc32)c1=O | -2% | 9% | 4% | i | -11% | -24% | -33% | 24% | 0%
CCc1c(C(=O)NCc2ccc3c(c2)OCO3)[nH]c(C)c1C(C)=O | -12% | 10% | nt | 108 | -5% | -2% | 1% | 0% | ?
COc1ccc(OC)c(NC(=O)CN(c2ccc(C)cc2)S(=O)(=O)c2c(C)noc2C)c1 | 9%[9.22 µM] | -3% | -14% | 0 | -11% | -21% | -6% | ? | ?
COc1ccc(C2c3ccc4ccccc4c3Oc3ncn(CCN4CCOCC4)c(=N)c32)cc1OC (stereo unspecified) | -3% | 0% | nt | -52* | -27% | -14% | 25% | -16% | -11%
O=C(N1CCOCC1)N1CCN(c2ccccc2)CC1 | -3%[9.22 µM] | 2% | 8% | 5 | 17% | 26% | 9% | ? | ?
COc1ccc(C(CNC(=O)Cc2ccccc2F)N2CCCCC2)cc1 (stereo unspecified) | -2% | -3% | 6% | 6 | -1% | 6% | 8% | 10% | ?
C#CCN(CC=C)C(=O)c1ccc2nc(C3CCCCC3)oc2c1 | 11% | -5% | nt | 7 | 3% | 14% | -8% | 1% | ?
Fc1ccc(-c2csc(-c3ccccn3)n2)cc1F | 0% | 0% | nt | -1 | 2% | -6% | 5% | -10% | 17%
CC(=O)c1cccc(CN2CCC(n3nccc3NC(=O)CCOc3ccccc3)CC2)c1 | -6% | 8% | 1% | 14 | -5% | -10% | -24% | -1% | ?
C/C(=N/OC(=O)c1ccc(Cl)cc1Cl)c1oc(C)nc1C | -48%[inhibitor] | -2% | 0% | nt | 10% | 18% | -6% | 1% | -8%
COc1ccc(Cc2nnc(NS(C)(=O)=O)s2)cc1 | -12% | -3% | 3% | 20 | 6% | -5% | 3% | -17% | 9%
O=C(Nc1ccccc1)N(O)c1ccc(Cl)cc1 | 2% | 11% | 37% | 10 | 9% | 7% | -27% | -1% | -1%
Cc1cc(C)c(C#N)c(SCC(=O)OC2CCCCC2)n1 | 6% | ? | -3% | -23 | -2% | -4% | -17% | 5% | ?
Cc1cccc2sc(NC(=O)[C@H](C)N3C(=O)C4CC=CCC4C3=O)nc12 (stereo partly specified) | -3% | -17% | -1% | -3 | 1% | -29% | -9% | 9% | -2%
C=CCn1c(CNC(=O)c2ccco2)nnc1SCC(=O)Nc1cccc(F)c1 | -6% | 4% | -5% | 15 | 3% | 16% | 8% | -15% | 1%
CN1CCC(N(C)C(=O)CCc2nc3ccccc3n2-c2ccccc2)CC1 | -1% | 6% | -13% | -17 | 12% | -3% | -7% | 1% | -3%
CCCN1CCC(NC(=O)Nc2cc(Cl)ccc2OC)CC1 | -19% | 2% | -8% | ? | -1% | 2% | -7% | -10% | -7%
COc1ccc(C2c3sc(=O)[nH]c3SCC2C(N)=O)cc1 (stereo unspecified) | -6% | 4% | -13% | 0 | -1% | 13% | 9% | 5% | -5%
C=CCNC(=O)c1ccccc1CCc1ccccc1 | -2% | -5% | -10% | 24 | -1% | 1% | -7% | 4% | 0%
Cc1noc(C)c1S(=O)(=O)Nc1ccccc1Oc1ccccc1 | 10% | 0% | -1% | -4 | -6% | -2% | -9% | 1% | ?
COc1cccc(N(C(=O)CNC(=O)c2ccco2)C(C(=O)NC2CCCC2)c2ccncc2)c1 (stereo unspecified) | 0% | 4% | 1% | -4 | 11% | 10% | 1%[57.1 µM] | -5% | 15%
O=C(COc1ccccc1)Nc1nc2ccccc2[nH]1 | -5% | 2% | 32%[activator] | -5 | 7% | 5% | 7% | -1% | 8%
CCOC(=O)C1CCN(C(=O)Nc2ccc(Cl)cc2)CC1 | 1%[9.22 µM] | 3% | 4% | 15 | -8% | 1% | 4% | 2% | -1%

Screening data deposited in PubChem by National Center for Advancing Translational Sciences (NCATS).
